# Bioassay records deposited in PubChem by several laboratories.
# LMP1 NFkB inh = EBV LMP1-driven NF-kappaB luciferase reporter inhibitors, primary screen, cell-based, luminescence, single point; LMP1-induced NF-kappaB luciferase reporter cells; inhibition, % at 12.5 µM; hit rate 0.69% among 350,000; in the data active = inhibition above about 41%;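 note: 0% = neutral control wells and 100% = reference inhibitor control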
# TLR9-MyD88 inh = inhibitors of TLR9-MyD88 association in cells, primary screen, cell-based, CHO, BLA complementation, fluorescence; Toll-like receptor 9 (Homo sapiens) + Myeloid differentiation primary response protein …; inhibition, % at 4.98 µM; AID 504734, 2011; CCF4 FRET ratio; hit rate 0.21% among 340,000;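 active = inhibition above the mean over all tested compounds plus 3 SD, cut at about 21% in these data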;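 note: 0% = DMSO only wells and 100% = clavulanate BLA inhibitor control wells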
# Target sequence (Q99836 whole entry, looked up): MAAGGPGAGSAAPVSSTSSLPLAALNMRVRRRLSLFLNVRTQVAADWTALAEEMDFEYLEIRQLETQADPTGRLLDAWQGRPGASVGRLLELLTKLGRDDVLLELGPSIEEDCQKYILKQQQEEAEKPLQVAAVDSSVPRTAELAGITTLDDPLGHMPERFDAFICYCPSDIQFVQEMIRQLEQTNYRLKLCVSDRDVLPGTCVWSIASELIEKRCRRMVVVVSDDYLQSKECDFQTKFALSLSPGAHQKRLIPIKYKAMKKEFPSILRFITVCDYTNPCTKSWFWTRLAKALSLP
# Target sequence (Q9NR96 whole entry, looked up): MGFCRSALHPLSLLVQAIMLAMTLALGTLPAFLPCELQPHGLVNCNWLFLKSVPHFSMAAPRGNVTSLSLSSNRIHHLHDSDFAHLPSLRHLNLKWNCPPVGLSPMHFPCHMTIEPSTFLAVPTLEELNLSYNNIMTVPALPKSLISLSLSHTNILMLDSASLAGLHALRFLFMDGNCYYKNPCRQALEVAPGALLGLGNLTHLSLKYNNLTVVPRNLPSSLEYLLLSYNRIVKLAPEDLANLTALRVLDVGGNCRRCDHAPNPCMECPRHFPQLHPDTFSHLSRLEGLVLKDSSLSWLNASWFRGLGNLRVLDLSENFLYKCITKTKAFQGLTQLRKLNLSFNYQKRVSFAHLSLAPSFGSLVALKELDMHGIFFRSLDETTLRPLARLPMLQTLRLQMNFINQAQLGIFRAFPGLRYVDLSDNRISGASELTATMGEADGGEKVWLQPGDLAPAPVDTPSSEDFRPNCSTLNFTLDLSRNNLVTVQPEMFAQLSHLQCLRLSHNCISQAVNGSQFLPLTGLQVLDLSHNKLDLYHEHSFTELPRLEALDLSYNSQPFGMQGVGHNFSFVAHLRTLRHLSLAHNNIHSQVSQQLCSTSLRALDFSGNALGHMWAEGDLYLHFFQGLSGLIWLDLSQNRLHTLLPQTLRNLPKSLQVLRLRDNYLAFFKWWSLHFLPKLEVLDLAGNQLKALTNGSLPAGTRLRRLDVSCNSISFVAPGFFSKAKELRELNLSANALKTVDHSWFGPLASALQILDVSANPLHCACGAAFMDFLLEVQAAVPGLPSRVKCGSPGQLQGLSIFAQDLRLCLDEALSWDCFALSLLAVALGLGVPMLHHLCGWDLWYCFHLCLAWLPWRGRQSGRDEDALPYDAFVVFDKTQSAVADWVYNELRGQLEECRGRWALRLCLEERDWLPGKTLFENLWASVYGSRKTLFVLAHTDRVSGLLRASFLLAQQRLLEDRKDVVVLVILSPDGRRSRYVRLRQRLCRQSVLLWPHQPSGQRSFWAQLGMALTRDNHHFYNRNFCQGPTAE
# LRH-1 inv ag = LRH-1 (NR5A2) inverse agonists, primary screen, cell-based, luminescence, HEK293T, StAR-luciferase reporter; hit rate 0.13% among 360,000; LRH-1 transfected, 24 h; Nuclear receptor subfamily 5 group A member 2 (Homo sapiens), O00482; AID 602396, 2012; inhibition, % at 3.6 µM;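 active = inhibition above the mean inhibition of all tested compounds plus 3 SD, cut at about 73% in these data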;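 note: 0% = DMSO wells and 100% = reporter-only cells lacking LRH-1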
# TRAIL sens C8 = viability loss with TRAIL in NB7+C8 cells, primary screen, TRAIL sensitizer project, cell-based, ATPlite luminescence; hit rate 1% among 360,000; inhibition (viability loss, TRAIL sensitization), % at 10 µM;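 active = compounds causing at least 50% loss of cell viability in the single-dose screen, relative to plate controls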
# TROY NFkB inh = inhibitors of TROY-driven NF-kB signaling, primary screen, Q293 LMP1-TROYcd cells, NF-kB luciferase, uHTS; Q293 LMP1-TROYcd NF-kB luciferase reporter, 4 h; inhibition, % at 10 µM; hit rate 0.98% among 360,000;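 active = compounds whose plate-normalised and pattern-corrected inhibition of the luciferase reporter signal at the single screening dose is 50% or more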
# SRC3 inh = SRC3 coactivator transcriptional activity inhibitors, primary screen, cell-based, luminescence. HEK293 GAL4-SRC3 luciferase reporter. Nuclear receptor coactivator 3 (Homo sapiens), Q9Y6Q9. inhibition, % at 3.6 µM. hit rate 0.17% among 360,000;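 active = inhibition above a per-campaign cutoff, the mean of all compounds plus 3 SD, cut at about 60% in these data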;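 note: 0% = DMSO-treated cells and 100% = gossypol-treated cells at 36 µM; higher means less SRC3-driven luciferase light from the GAL4 reporter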
# SRC1 inh = SRC1 coactivator transcriptional activity inhibitors, primary screen, cell-based, luminescence | Nuclear receptor coactivator 1 (Homo sapiens), Q15788 | HEK293 GAL4-SRC1 luciferase reporter | inhibition, % at 3.6 µM | hit rate 0.12% among 360,000 | AID 588354, 2011;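 active = inhibition above the campaign mean plus 3 SD, with each screening campaign given its own cutoff, cut at about 60% in these data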;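 note: 0% = DMSO treated cells and 100% = gossypol at 36 µM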
# TWEAK Fn14 block = inhibitors of TWEAK-Fn14 signaling, primary screen, luciferase reporter cells, uHTS; TWEAK-stimulated Fn14 reporter cells, luciferase luminescence, 8 h; inhibition, % at 10 µM; hit rate 2% among 360,000; in the data active = inhibition above about 50%
# NOD2-RIPK2 inh = NOD2-RIPK2 binding disruptors in cells, primary screen, fluorescence, CHO cells, BLA complementation. Receptor-interacting serine/threonine-protein kinase 2 (Homo sapiens), O43353. CCF4 ratio. inhibition, % at 4.98 µM. hit rate 0.38% among 360,000. AID 624267, 2012; in the data active = inhibition above about 21%;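 note: 0% = vehicle only and 100% = reference blocker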
# SRC2 inh = inhibition of GAL4-SRC2 driven luciferase reporter, primary screen, SRC2 inhibitor project, cell-based, luminescence; Nuclear receptor coactivator 2 (Homo sapiens), Q15596; HEK293 GAL4-SRC2 luciferase reporter; inhibition, % at 9 µM; hit rate 0.17% among 370,000;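 active = inhibition above the mean inhibition of all tested compounds plus 3 SD, set per campaign, cut at about 52% in these data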;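 note: 0% = DMSO treated cells and 100% = cells given Gossypol at 36 µM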
# COUP-TFII inh = NR2F2 transcriptional activity inhibitors, primary screen, cell-based, luciferase reporter, HEK293T, luminescence; COUP transcription factor 2 (Homo sapiens), P24468; inhibition, % at 8.6 µM; AID 686940, 2013; hit rate 0.7% among 370,000; HEK293T NGFI-A luciferase reporter;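 active = inhibition above a per-plate cutoff, mean inhibition of test wells between control levels plus 3 SD, cut at about 38% in these data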;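 note: cells cotransfected with COUP-TFII expression vector driving the NGFI-A reporter; 0% = median of COUP-TF2 test wells and 100% = reporter-only cells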
# * hit, by the source's call; . = not tested or not shown.
Molecule	LRH-1 inv ag	TROY NFkB inh	SRC1 inh	LMP1 NFkB inh	COUP-TFII inh	SRC3 inh	SRC2 inh	TRAIL sens C8	TLR9-MyD88 inh	NOD2-RIPK2 inh	TWEAK Fn14 block
CCOC(=O)c1oc2ccc(CNC(C)(C)C)c(Cl)c2c1C	-8.2	-36.9	-29.7	-9.3	5.5	7.5	-29.1	24.1	4.9	-6.0	10.9
O=c1[nH][nH]c2c1C(c1ccc(F)cc1)OC(CCc1ccccc1)C2 (stereo unspecified)	-28.2	3.8	.	.	5.8	.	6.3	-14.2	.	-15.4	-6.1
CCOC(=O)C1=C[C@@H](C(C)(C)C)N(S(=O)(=O)c2ccc(C)cc2)[C@H]1c1cccc2ccccc12	8.9	-2.7	-10.3	.	10.2	-3.6	3.9	15.3	.	-18.9	8.8
O=C(CN1C(=O)S/C(=C\c2ccccc2F)C1=O)NC1CCS(=O)(=O)C1 (stereo unspecified)	0.6	-20.6	-6.7	-5.1	5.3	-24.4	-0.2	9.1	-7.1	-7.3	36.7
O=C1CCC(C(=O)N2CCSCC2)CN1Cc1ccc(Cl)cc1 (stereo unspecified)	-3.6	-21.5	5.4	-4.1	16.7	15.8	0.0	6.1	-9.4	-8.5	2.6
COc1ccc(-c2cc(=O)c3cc(OC)c(OC)cc3[nH]2)cc1	3.9	-28.9	-5.3	9.4	-7.1	-19.8	7.8	10.6	-5.8	-16.4	-11.3
CC(=O)c1ccccc1NC(=O)COC(=O)CCCN1C(=O)c2cccc3cccc(c23)C1=O	15.6	-2.8	9.6	5.3	-0.3	14.2	-18.6	9.4	-15.5	-16.4	-10.0
CN(c1ccc(OCC(=O)NC2CCCC2)cc1)S(=O)(=O)c1cccs1	8.4	-8.6	-0.3	-5.4	0.7	14.1	12.9	-13.4	-3.1	4.6	12.3
CCOC(=O)c1ccc(-n2c(CN3CCN(CC)CC3)nc3ccc([N+](=O)[O-])cc3c2=O)cc1	-0.5	29.6	-17.2	1.3	-9.0	3.3	-8.8	-4.9	-5.7	3.5	14.6
O=C(/C=C/c1cccc([N+](=O)[O-])c1)N1CC[C@@]2(O)CCCC[C@H]2C1	-2.5	3.8	-2.6	-3.5	-0.5	-5.1	-0.9	-15.4	0.5	2.9	14.7
Cc1cc(Br)c(NC(=O)CN(C)CCOc2ccccc2)c(Br)c1	4.0	-7.8	-13.0	2.0	-1.0	1.9	-6.3	3.7	-5.6	-0.6	-13.2
Cc1ccc(-n2nnnc2SCC(=O)NC(=O)Nc2ccc3c(c2)OCCO3)cc1	-15.7	-21.7	-76.5	-18.2	-22.0	-66.0	-40.7	-13.2	-2.2	-11.2	-6.8
COc1ccc(NC(=O)CCNS(=O)(=O)c2ccc(Cl)c([N+](=O)[O-])c2)cc1S(N)(=O)=O	-7.4	-2.8	0.9	-7.2	-6.2	7.6	-0.9	1.7	-10.4	-8.3	-0.1
Nc1c(Br)cc(Br)c(N2CCCC2=O)c1Br	-14.6	.	6.4	-3.7	3.7	-0.6	-12.4	1.5	-5.0	-6.4	6.0
COCCNc1nnnc2c1sc1nc(N3CCOCC3)c3c(c12)CC(C)(C)OC3	12.3	-4.3	0.0	-0.3	-7.4	4.2	-21.0	-11.1	-6.3	1.1	-7.1
COc1cccc(Cn2c(C(C)n3c(-c4cnccn4)nc4ccccc43)nc3ccccc32)c1 (stereo unspecified)	13.2	.	.	.	-13.9	.	-22.3	19.1	.	3.9	.
CCC(=O)N1c2ccccc2-c2nnc(SC)nc2OC1c1ccc(OC)c(OC)c1 (stereo unspecified)	-10.8	3.5	3.0	4.7	-1.2	19.9	-1.9	-3.1	-2.4	12.8	-5.2
Cc1c(C(=O)N/N=C/c2ccc(O)c(Br)c2)sc(N)c1C#N	-40.2	25.8	-4.6	-5.5	-19.9	8.7	-5.7	-33.5	-1.5	-0.4	32.7
CCOC(=O)C1=C(CP(=O)(c2ccccc2)c2ccccc2)NC(=O)NC1c1ccc(Cl)cc1 (stereo unspecified)	11.5	17.6	-23.8	3.6	12.2	21.0	-5.8	17.8	-22.1	-3.3	-19.2
COc1ccc(Cl)cc1Nc1nc(N)c2ccccc2n1	15.5	-73.7	-13.0	-14.4	-28.1	-37.8	-19.0	1.4	-6.5	7.6	-12.4
COc1ccc(C(C)=O)cc1COC(=O)c1cccnc1SC	15.4	-8.4	8.7	-16.5	23.9	11.0	1.9	7.5	4.4	-4.2	-19.9
Cc1nc(-c2c(C(=O)NNC(=O)Nc3c(C)cccc3C)noc2C)cs1	0.3	-1.6	-1.7	4.4	2.1	1.1	-8.5	-0.7	8.1	-3.3	0.6
Cn1c(=O)c2c(nc(Oc3ccccc3)n2C)n(C)c1=O	3.4	1.9	23.5	4.5	4.0	13.7	16.1	-4.6	1.2	-16.9	26.6
C#CCOCCOCCOCCNc1nc(N2CCN(C(=O)C([C@@H](C)O)n3cc([C@@H](N)CCCCN)nn3)CC2)nc(N2CCN(C(=O)[C@H](CO)n3cc([C@@H](N)C(C)C)nn3)CC2)n1 (stereo partly specified)	-1.9	-0.9	-8.6	-2.5	-2.7	-13.4	-10.6	-8.4	-8.3	7.3	-4.8
O=C(COC(=O)c1ccc(O)cc1)NCCc1c[nH]c2ccccc12	25.2	13.4	-7.1	-9.3	-3.6	-33.6	17.4	6.9	-1.0	7.6	-2.4
O=C(/C(=C(\[O-])c1ccccc1)[n+]1ccc2ccccc2c1)c1ccc([N+](=O)[O-])cc1	-5.1	-45.0	-15.7	-12.2	-3.9	-6.4	-8.0	-5.7	6.3	-0.1	6.1
CS(=O)(=O)c1ccc(-n2nnc3ccccc32)c([N+](=O)[O-])c1	3.1	-4.1	2.0	0.9	-14.5	2.6	-7.7	-5.9	0.5	-7.7	0.9
Clc1cccc(C2Nc3cccc4cccc(c34)N2)c1Cl	25.8	-5.2	-15.9	2.4	-14.2	12.0	9.7	-5.0	-0.2	-4.0	-7.6
COc1ccc(CC2c3cc(OC)c(OC)cc3CC[N+]2(C)CCC(=O)OCCCCCOC(=O)CC[N+]2(C)CCc3cc(OC)c(OC)cc3C2Cc2ccc(OC)c(OC)c2)cc1OC (stereo unspecified)	18.9	0.5	2.3	-21.1	-12.6	4.0	10.9	13.2	-2.5	-5.3	-1.6
Cc1cc(OC(=O)c2ccc(S(=O)(=O)N3CCCCC3)cc2)c([N+](=O)[O-])c(=O)[nH]1	-9.3	3.5	-9.2	2.9	16.5	-11.7	-30.5	1.8	-1.2	3.9	0.6
CC1CCCN(C(=S)NCCc2ccccc2)C1 (stereo unspecified)	-41.7	-32.4	-45.9	-20.8	-33.0	-34.5	-16.9	10.3	5.3	-0.8	-30.1
O=C(NCc1ccccc1Cl)c1cccc(NC(=O)c2ccccc2)c1	-35.4	0.9	9.0	-15.5	9.6	17.1	-9.2	1.5	3.3	-13.2	-4.7
Cc1ccccc1CN1C2=NCCN2c2ccccc21	22.0	-8.9	12.4	-0.3	0.9	-17.5	16.4	-7.4	-3.1	2.2	0.1
CC1Oc2ccccc2N(CC(=O)NCCCN2CCOCC2)C1=O (stereo unspecified)	9.8	5.9	-0.7	-10.7	18.1	-6.9	-4.5	-7.0	-0.8	2.1	5.3
COc1ccc2c(c1)O/C(=C\c1ccco1)C2=O	-84.3	2.3	-71.6	-21.7	-12.1	-62.1	-71.9	16.2	-0.4	3.4	9.7
CC(=O)C(=Cc1cn(-c2ccccc2)nc1-c1ccccc1)C(C)=O	-39.7	10.5	2.1	1.1	-10.9	-16.1	-8.4	1.0	0.8	-2.3	19.5
COc1cc2[nH]c(=O)n(CCCCCC(=O)NCCc3c[nH]c4ccccc34)c(=O)c2cc1OC	-0.4	13.6	-47.1	4.7	12.2	-6.0	-14.5	0.1	4.2	-8.5	-7.5
Cc1cc(OC(=O)c2c(C)cc(O)cc2O)cc(O)c1C(=O)O	-2.7	-10.5	-22.2	4.4	7.5	6.2	13.8	0.1	-8.0	6.1	25.7
CC(C)(C)c1ccc(NC(=O)N2CCCN(c3ccc([N+](=O)[O-])cn3)CC2)cc1	-9.4	21.3	-0.2	-10.8	7.1	10.7	14.2	10.4	1.9	-8.6	26.5
O=C(C/C=N\OCc1ccc(Cl)cc1Cl)Nc1ccccc1	18.2	2.6	5.8	-9.0	-23.4	23.8	-13.6	-20.7	0.5	-5.4	11.2
c1ccc(COc2ccc(Nc3ncnc4nc[nH]c34)cc2)cc1	-42.8	-16.7	-42.5	-35.8	-18.2	-38.6	-8.0	10.0	1.9	3.2	1.0
O=C(Nc1nccs1)c1ccc2sc([C@H]3C[C@H](O)[C@@H](CO)O3)nc2c1	-55.8	-33.8	-41.3	.	-8.8	-52.2	-31.4	3.6	.	-4.2	0.2
COc1ccc(N(C(=O)c2ccco2)C(C(=O)NC2CCCC2)c2ccc(C)cc2)c(OC)c1 (stereo unspecified)	5.2	26.9	-11.7	-1.5	-5.3	2.2	2.7	7.4	-3.0	0.5	25.4
COC(=O)C(NC(=O)C(CC(C)C)NC(=O)C1CCC(C)CC1)C(C)C (stereo unspecified)	-0.5	-9.9	-40.7	-10.7	0.6	12.2	-5.3	1.5	5.8	-2.0	-17.8
Cc1cc(-c2ccc(C(C)C)c(S(=O)(=O)Nc3ccccn3)c2)on1	-2.4	-9.5	-14.6	-4.0	-5.8	-36.6	-22.9	-13.2	-11.7	-3.1	-0.8
CS(=O)(=O)Nc1ccccc1C(=O)NC1CC2CCC1C2 (stereo unspecified)	7.4	-6.8	5.0	-5.4	1.1	4.1	14.5	2.1	-0.5	7.3	-7.5
COc1ccc(C2NC(=O)NC(C)=C2C(C)=O)cc1 (stereo unspecified)	-11.2	-16.5	-12.4	5.4	-2.4	-4.0	9.0	-8.1	-17.1	1.6	5.4
COc1ccc(-c2nc3ccccc3n2OCC(=O)O)cc1	-83.0	-59.8	-95.7	-9.3	-1.3	-40.7	-67.4	40.3	-13.8	3.2	-21.5

# 3 compounds already listed, arranged by the value under SRC3 inh, falling.
structure | LRH-1 inv ag | SRC1 inh | LMP1 NFkB inh | COUP-TFII inh | SRC3 inh | SRC2 inh | TLR9-MyD88 inh | NOD2-RIPK2 inh | TWEAK Fn14 block
CC(C)(C)c1ccc(NC(=O)N2CCCN(c3ccc([N+](=O)[O-])cn3)CC2)cc1 | -9.4 | -0.2 | -10.8 | 7.1 | 10.7 | 14.2 | 1.9 | -8.6 | 26.5
CC1Oc2ccccc2N(CC(=O)NCCCN2CCOCC2)C1=O (stereo unspecified) | 9.8 | -0.7 | -10.7 | 18.1 | -6.9 | -4.5 | -0.8 | 2.1 | 5.3
CC(=O)C(=Cc1cn(-c2ccccc2)nc1-c1ccccc1)C(C)=O | -39.7 | 2.1 | 1.1 | -10.9 | -16.1 | -8.4 | 0.8 | -2.3 | 19.5

# This is a subset; rates above refer to the full screens.
